Source: PubChem BioAssay (National Center for Advancing Translational Sciences (NCATS))
USP2a block = blocks human ubiquitin-specific protease USP2a; O75604; actives 0.01% (n = 330,000); USP2 core, Ub-CHOP2 coupled fluorogenic reporter, 485/531; AID 463254; Potency, µM (highest dose often 38.3 µM), without a hit: top-dose activity change, negative = inhibition, most hits filed as inhibitors;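 further: potency means the concentration at half of the fitted maximal effect; plate controls were DMSO wells for no effect and full inhibition by NEM control for full effect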
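USP2 core (10nM final) preincubated 30min RT with compound in 20mM Tris-HCl pH 8.0, 2mM CaCl2, 2mM beta-mercaptoethanol, 0.05% CHAPS; 25nM Ub-CHOP2 plus 25nM reporter substrate added, fluorescence (Ex485/Em531) read after 60min.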
MBNL1-CUG inh = MBNL1-poly(CUG) RNA binding inhibition; actives 0.036% (n = 280,000); Potency, µM (highest dose often 57.5 µM), without a hit: at the highest dose activity change, negative = inhibition, hits mostly inhibitors; TR-FRET MBNL1-His/biotin-(CUG)12 binding, 665/545 ratio; active means well fitted inhibition curve with a large enough effect in the signal ratio, with a control signal flat, not every such curve was filed as active; inconclusive means small, poorly fitted or top-dose-only effect, or effect the other way, or a change in a side signal; inactive means no such curve, though single readings can be large or run the other way; the % refers to the signal ratio; further: potency means the concentration at half of the fitted maximal effect; on the % scale 0 is the no-effect control and ±100 the full control effect
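Ratiometric TR-FRET (665 over 545 nm, excitation 340 nm) tracks disruption of MBNL1-His/biotin-(CUG)12 complex after 60 min at room temperature, with compounds at 92 nM to 58 uM final.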
TSHR antagonist = antagonists of human thyroid stimulating hormone receptor. P16473. AID 504810. actives 0.2% (n = 330,000). TSHR-expressing cells, TSH-stimulated cAMP HTRF, 2 h; active compounds read low. activity change, negative = inhibition, % at 11.5 µM;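 active means activity change below a set negative limit, meaning inhibition stronger than a set level, cut at about -70% in these data; inconclusive means activity change between two set negative limits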; further: on the % scale 0 is the no-effect control and ±100 the full control effect
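Freshly harvested TSHR cells receive pin-tooled compound, then EC80 TSH at 4nM final. After 2 hours at 37 deg C, antibody in lysis buffer and cAMP-d2 are added; 30 minutes at ambient temperature precede the HTRF read.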
GALK inhibitor = galactokinase (human) inhibition; Purified GALK, Kinase-Glo residual ATP luminescence; Potency, µM (top dose mostly 57.5 µM), without a hit: at the highest dose activity change, negative = inhibition, hits mostly inhibitors; actives 0.007% (n = 270,000); AID 1868; further: potency means the concentration at half of the fitted maximal effect; on the % scale 0 is the no-effect control and ±100 the full control effect
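GALK at 5 nM final was combined with compound, 35 uM ATP and 100 uM galactose in HEPES pH8.0 with MgCl2 and DTT. The reaction ran one hour at room temperature before luminescent ATP detection.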
Menin-MLL TR inh = inhibitors of human menin-MLL interaction, mutant MLL peptide. O00255. Menin + Texas Red MLL mutant peptide, fluorescence polarization. Potency, µM (titrated, usually from 61.6 µM), for inactives: top-dose FP activity change, negative = inhibition, usual class: inhibitors. actives 0.23% (n = 270,000). AID 1768; active means well fitted inhibition curve with a large enough effect in the polarisation, with a control signal flat, not every such curve was filed as active; inconclusive means small, poorly fitted or top-dose-only effect, or effect the other way, or a change in a side signal; inactive means no such curve, though single readings can be large or run the other way; the % refers to the polarisation; further: potency means the concentration at half of the fitted maximal effect; % of control where 0% means no effect; many of its hits are not listed in these tables
Eya2 phos inh = inhibitors of human Eya2 phosphatase activity | actives 0.006% (n = 330,000) | Potency, µM (doses to about 76.9 µM), for inactives: at the highest dose activity, negative = inhibition, actives largely listed as inhibitors | O00167 | recombinant Eya2, OMFP fluorescence dephosphorylation (OMFP is methylfluorescein phosphate) | AID 488837; further: potency means the concentration at half of the fitted maximal effect; on the % scale 0 is the no-effect control and ±100 the full control effect
Target sequence (O00167 whole entry, looked up): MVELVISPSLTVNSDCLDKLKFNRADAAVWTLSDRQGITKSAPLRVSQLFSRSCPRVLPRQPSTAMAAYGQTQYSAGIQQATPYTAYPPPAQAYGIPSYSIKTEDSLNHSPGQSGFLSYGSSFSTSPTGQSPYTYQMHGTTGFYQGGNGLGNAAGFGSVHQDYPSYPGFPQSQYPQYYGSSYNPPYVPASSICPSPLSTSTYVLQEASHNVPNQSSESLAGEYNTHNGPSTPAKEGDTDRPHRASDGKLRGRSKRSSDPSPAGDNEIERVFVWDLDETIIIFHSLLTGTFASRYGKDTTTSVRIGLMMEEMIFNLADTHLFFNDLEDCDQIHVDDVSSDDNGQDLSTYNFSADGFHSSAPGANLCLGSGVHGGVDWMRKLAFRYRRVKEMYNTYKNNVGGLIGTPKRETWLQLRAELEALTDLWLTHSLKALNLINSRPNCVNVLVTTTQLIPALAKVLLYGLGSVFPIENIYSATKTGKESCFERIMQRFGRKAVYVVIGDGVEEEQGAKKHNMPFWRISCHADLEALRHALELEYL
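Eya2 (0.2 uM) preincubated 10 min at ambient with compound, then OMFP substrate added at 50 uM; 10 min reaction in 50 mM HEPES pH 7.5, 50 mM NaCl, 5 uM MgCl2, 0.05% BSA, 1 mM DTT. Fluorescence read at Ex 485/Em 525 nm.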
Chronic BCR inh = inhibitors of chronic active B-cell receptor signaling; Potency, µM (series often up to 46.1 µM), without a hit: top-dose ratio change, negative = lower green/red ratio, actives largely listed as inhibitors; ABC-DLBCL IkBa-CBG/CBR reporter, luminescence ratio, 4 h; actives 0.05% (n = 340,000); AID 493014; active means well fitted inhibition curve with a large enough effect in the signal ratio, with a control signal flat, not every such curve was filed as active; inconclusive means small, poorly fitted or top-dose-only effect, or effect the other way, or a change in a side signal; the % refers to the signal ratio;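 further: potency means the concentration at half of the fitted maximal effect; plate controls were basal doxycycline-induced cells for no effect and cells given 10 µM MG132 for full effect; MG132 reads +100%, hits lower the ratio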
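Doxycycline induced both beetle luciferases in TMD8 lymphoma cells; IKK-driven degradation limits the IkappaBalpha-fused green signal, while red luminescence normalises for cell number and nonspecific effects. Compounds tested up to 46 uM, 4 hrs.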
hERG WT inh = blocks the wildtype human KCNH2 potassium channel. Q12809. U2OS, BacMam KCNH2, thallium flux FluxOr; active compounds read low. activity change, % at 1.84 µM. actives 0.37% (n = 340,000). AID 720551;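 active means maximum activity change below -70%; inconclusive means maximum activity change between -70% and -50%; inactive means maximum activity change above -50%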; further: on the % scale 0 is the no-effect control and ±100 the full control effect
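U2OS cells were transduced with wild-type KCNH2 virus (2.03 x 10^8 / mL) for 4 h at room temperature, then cultured overnight at 37 C. Thallium flux was read with FluxOr dye. Rate constants were normalized to DMSO controls.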
ASM inhibitor = blocks human secretory acid sphingomyelinase; placental ASM, HMU-PC fluorogenic substrate, 60 min; Potency, µM (titrated, usually from 57.5 µM), inactives show at the highest dose activity change, negative = inhibition, hits mostly inhibitors; actives 0.006% (n = 340,000); further: potency means the concentration at half of the fitted maximal effect
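Human placenta-derived ASM preincubated with compound 10 min at room temperature, then reacted with 9 uM (final) fluorogenic HMU-PC substrate for 60 min at 37 C. Stop solution raises pH to 10; fluorescence read at Ex 386/Em 447 nm.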
Mito fusion yeast = blocks mitochondrial division or promotes mitochondrial fusion; Potency, µM (top dose mostly 46.1 µM), without a hit: at the highest dose growth rescue (activation), hits mostly activators; S. cerevisiae fusion-defective mutant growth rescue, CellTiterGlo 48 h; actives 0.23% (n = 320,000);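 further: potency means the concentration at half of the fitted maximal effect; % of control where 0% means no effect; nearly all actives have a fitted effect of over 45% in size; temperature-sensitive fusion mutants such as fzo1-1 at 37 °C on non-fermentable ethanol glycerol medium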
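Yeast fusion mutant, YPEG (non-fermentable carbon), compound, 48 h at 37C non-permissive; CellTiterGlo added, 10 min RT, luminescence read. Rescued growth = division inhibition.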
PKM2 activator = PKM2 (human) enzyme activation; P14618; purified PKM2, Kinase-Glo ATP luminescence, activation; response scale: 0% is enzyme alone, no compound; Potency, µM (series often up to 57.5 µM), inactives show at the top dose activation, actives largely listed as activators; actives 0.34% (n = 260,000); further: potency means the concentration at half of the fitted maximal effect; on the % scale 0 is the no-effect control and ±100 the full control effect; nearly all actives have a fitted effect of over 55% in size
Target sequence (P14618 whole entry, looked up): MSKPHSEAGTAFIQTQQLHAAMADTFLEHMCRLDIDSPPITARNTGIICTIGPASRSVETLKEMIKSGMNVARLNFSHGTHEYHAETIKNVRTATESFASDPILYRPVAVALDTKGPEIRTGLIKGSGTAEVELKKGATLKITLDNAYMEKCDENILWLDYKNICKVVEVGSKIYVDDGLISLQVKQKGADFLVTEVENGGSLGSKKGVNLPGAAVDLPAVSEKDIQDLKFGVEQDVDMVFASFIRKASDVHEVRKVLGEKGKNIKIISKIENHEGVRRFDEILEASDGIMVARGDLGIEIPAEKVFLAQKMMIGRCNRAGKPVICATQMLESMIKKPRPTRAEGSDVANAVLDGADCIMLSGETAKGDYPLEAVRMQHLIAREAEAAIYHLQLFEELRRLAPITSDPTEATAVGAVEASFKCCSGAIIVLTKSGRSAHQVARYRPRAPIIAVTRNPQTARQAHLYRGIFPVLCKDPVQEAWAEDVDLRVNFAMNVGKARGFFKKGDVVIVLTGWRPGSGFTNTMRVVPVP
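Purified hPK-M2 (>95%) run at intermediate activity with 0.1 mM ADP and 0.5 mM PEP in 50 mM imidazole pH 7.2, KCl, MgCl2; 1 h room temperature. ATP formed read by Kinase-Glo luminescence; normalized to uninhibited and no-enzyme controls.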
An asterisk follows results filed as active; ? = inconclusive; / = not tested or not shown; & = joins results of further samples; [ ] = remark or other dose. Unless noted, the call rests on the fitted dose curve; in most records, active means well fitted curve in the direction sought with a large enough effect; inconclusive means small, poorly fitted or top-dose-only effect, or another doubt; inactive means no such curve, though single readings can be large; an effect the other way counts as inactive or inconclusive. Not all compounds are listed; the hit share may differ from the screen's.

SMILES	USP2a block	MBNL1-CUG inh	TSHR antagonist	GALK inhibitor	Menin-MLL TR inh	Eya2 phos inh	Chronic BCR inh	hERG WT inh	ASM inhibitor	Mito fusion yeast	PKM2 activator
CCOC(=O)C1C(c2ccccc2)NC(=S)NC1(C)O (stereo unspecified)	-5%	-12%	-2	-2%	0%	-6%	?	4	0%	0%	-3%
CC[C@]1(c2ccccc2)C(=O)N(C(=O)OC)N1C(=O)OC	0%	-8%	5	/	10%	3%	1%	-10	-4%	-3%	0%
Nn1c(Cc2cccc3ccccc23)nnc1SCn1nnc2ccccc2c1=O	2%	11%	-9	-1%	-17%	9%	-2%	4	-3%	0%	8%
CCOc1ccccc1N1CCN(C(=O)c2ccccc2SCC(=O)N2CCCC2)CC1	0%	-11%	15	-8%	/	-9%	?	-6	3%	0%	0%
CCOc1cc(N2CCOCC2)c(OCC)cc1NC(=O)COC(=O)c1c(CC)noc1C	2%	/	-6	/	/	1%	1%	7	2%	/	/
COc1cc(C(C)=O)ccc1OC(C)C(=O)Nc1ccc(S(=O)(=O)N2CCCC2)cc1 (stereo unspecified)	7%	/	-10	/	/	-1%	?	1	8%	-5%	/
O=C1ON=C(c2ccccc2)/C1=C/c1ccc(O)cc1	0%	9%	-6	-6%	47%[activator]	4%	5%	6	7%	1%	1%[11.5 µM]
CCN(CC)S(=O)(=O)c1ccc(N2CCOCC2)c(NC(=O)c2ccc(C#N)cc2)c1	0%	-4%	3	-2%	1%	1%	-3%	/	0%	-2%	-7%
C/C(=N\NC(=O)c1nn(C)c(C)c1Br)c1ccc(NC(=O)c2ccccc2F)cc1	3%	-5%	-6	-2%	?	-19%	-14%	3	65%[activator]	-1%	4%
CCOC(=O)CC1C(=O)NCCN1S(=O)(=O)c1ccc(NC(C)=O)cc1 (stereo unspecified)	2%	-3%	-9	4%	-2%	-3%	-2%	18	0%	4%	0%
COCCCn1nnnc1SCC(=O)N1c2ccccc2CC1C (stereo unspecified)	0%	3%	5	1%	-13%	0%	-1%	-2	0%	-4%	-1%
O=C(O)c1cc(=O)cc(C(=O)O)[nH]1	3%	-9%	-7&7	0%	17%&6%	4%&-1%	13%	19	7%	-3%&2%	-1%
CN1CCC(=NNC(=O)c2ccc(N(Cc3ccc(Cl)cc3)S(C)(=O)=O)cc2)CC1	2%	/	-2	0%	8%	-5%	2%	11	-3%	-1%	0%
Cc1nn(CCCC(=O)Nc2sc3c(c2C#N)CCC3)c(C)c1[N+](=O)[O-]	1%	25%	16	-1%	-1%	0%	?	-7	-7%	2%	-1%
CCn1c(C)[n+](Cc2ccccc2)c2ccc(Cl)cc21	-1%	-3%	-2	-1%	-13%	5%	-17%	1	4%	8%	-14%
O=C1/C(=C/C=C/c2ccco2)SC(=S)N1NS(=O)(=O)c1ccccc1	?	7%	-4	/	/	-28%	11%	-18	-18%	5%	23%
CCCCN(C(=O)CC(c1ccccc1)c1ccccc1)c1c(N)n(CCC)c(=O)[nH]c1=O	3%	-1%	-12	0%	-6%	-6%	-3%	-9	2%	-3%	7%
Cc1ccc(S(=O)(=O)N2CCCC(C(=O)N(Cc3cccs3)C3CC3)C2)cc1 (stereo unspecified)	-9%	7%	-27	7%	-8%	-14%	0%	-8	3%	-6%	1%
O=C(CC12CC3CC(CC(Br)(C3)C1)C2)Nc1nncs1	0%	1%	-3	5%	1%	8%	-3%	5	3%	-1%	6%
O=C(CCNS(=O)(=O)c1ccccc1C(F)(F)F)N1CCN(C(c2ccccc2)c2ccccc2)CC1	-3%	/	-3	/	/	-29%	0%	4	-7%	11%	/
c1ccc(Cn2nnnc2C(c2cccs2)N2CCOCC2)cc1 (stereo unspecified)	3%	-1%	2	-3%	-17%	-14%	1%	-19	1%	2%	-1%
O=C(Nc1cccc2ccccc12)c1ccc(F)cc1	4%	6%	0	-5%	10%	4%	?	-28	3%	9%	/
COc1ccc(-c2c(-c3ccsc3)oc(=O)c3cc(OC)c(OC)cc23)cn1	2%	/	-5	/	/	-10%	0%	10	0%	/	/
CCOc1ccc(N(CC(=O)NCC2CCCO2)S(=O)(=O)c2ccc(C)cc2)cc1 (stereo unspecified)	1%	-4%	-1	9%	-18%	4%	-2%	-2	-1%	0%	8%
COc1ccc(NS(=O)(=O)c2cc(NC(=O)c3cc(F)c(F)cc3Cl)ccc2N2CCOCC2)cc1	0%	/	5	/	/	-17%	?	9	-1%	/	/
Cc1ccc(C(=O)NNC(=O)CSc2nc(N)cc(N)n2)cc1	5%	/	4	2%	3%	-15%	-4%	1	0%	-2%	21%
CCN1CCN(C(=O)/C=C/c2ccc3c(c2)OCO3)CC1	0%	?	9	4%	?	8%	?	-5	3%	0%	-2%
CCN1CCCC1CNC(=O)CCc1nnc(CCC2CCCCC2)o1 (stereo unspecified)	-2%	-9%	5	-1%	?	-3%	1%	13	2%	1%	6%
CN(C)CCCN(C(=O)c1ccc(N2C(=O)CCC2=O)cc1)c1nc2c(F)cccc2s1	-5%	0%	3	-2%	-20%	-13%	7%	-2	1%	0%	1%
CCOC(=O)C1CCN(C(=O)c2cc(S(=O)(=O)N3CCCCC3)ccc2C)CC1	1%	-7%	17	-5%	-13%	0%	5%	3	0%	0%	1%
CC[C@]12c3[nH]c4cc(CCC(=O)N(C)C)ccc4c3CCN1C(=O)[C@@H](CC(=O)NCCCn1ccnc1)C[C@@H]2C(=O)N1CCN(C(=O)C2CC2)CC1	3%	/	29	/	/	1%	-4%	1	-1%	/	/
Cc1ccc(S(=O)(=O)c2nc(-c3ccccc3Cl)oc2N2CCN(C)CC2)cc1	1%	/	-6	/	/	0%	?	25	0%	/	/
CC(C)Cn1c(CN2CCN(C)C(CCO)C2)nc2ccccc21 (stereo unspecified)	0%	3%	-2	3%	7%	1%	-1%	9	11%	-12%	0%
COc1ccc(N2CCN(Cc3cc(=O)oc4ccc(C)cc34)CC2)cc1	-4%	-6%	8	4%	4%	-12%	-10%	-5	-1%	-2%	-7%
C=CCN(C(=O)Nc1ccc2oc(C)nc2c1)c1ccccc1	0%	9%	6	1%	9%	-31%	3%	-12	17%	-1%	?
COC(=O)CSC1=C(C#N)C(c2ccc(Cl)cc2)C(C(=O)OC)C(=O)N1 (stereo unspecified)	-7%	-1%	1	2%	1%	23%	0%	-7	-1%	2%	0%
Cc1nn(Cc2ccccc2)c(C)c1C(=O)N1CCN(S(=O)(=O)/C=C/c2ccccc2)CC1	-1%	/	7	/	/	-20%	0%	-10	1%	-2%	/
Cc1ccc(SCC(=O)NC2CCS(=O)(=O)C2)cc1 (stereo unspecified)	-1%	-2%	0	15%	-3%	-2%	6%	-5	3%	1%	-1%
CN(C(=S)Nc1ccc(Oc2ccccc2)cc1)C1CCCCC1	0%	/	-19	-2%	0%	2%	4%	-8	-1%	26%	-2%
CN(C)CC#CCOC(c1ccccc1)c1ccccc1	3%	2%	14	0%	?	3%	15%	11	0%	-4%	1%
Brc1cccc(-c2n[nH]c(-c3ccccc3)n2)c1	-6%	-5%	-14	0%	?	-23%	?	-1	-2%	?	-25%
CCn1nc(C)c(Br)c1-c1nc(CS(=O)(=O)c2ccc(F)cc2)no1	-1%	/	1	1%	/	26%	-6%	-12	-3%	4%	-1%
Cn1c(=O)c2c(nc(SCc3cccnc3)n2Cc2ccc(F)cc2)n(C)c1=O	2%	-7%	26	0%	-20%	3%	2%	-6	-3%	3%	18%
COc1cc(C(O)CO)ccc1O (stereo unspecified)	2%	/	-11&2	/	0%	-1%&2%	2%	-19	-5%	-10%&-2%	/
